Source: PubChem BioAssay
bIAP act: bovine intestinal alkaline phosphatase activators, primary screen, biochemical, bovine IAP, CDP-star luminescence | alkaline phosphatase, intestinal [Bos taurus] | hit rate 0.17% among 200,000 | activation factor at 20 µM | purified bovine IAP, 30 min; active compounds read high; fold of DMSO-control signal, blank-subtracted;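 active = activation factor of 2 or more at 20 µM, a signal rise over negative controls twice the positive control's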
APP transl inh: inhibitors of APP translation via 5'UTR reporter, primary screen, APP 5'UTR luciferase, SH-SY5Y cells. hit rate 0.82% among 190,000. SH-SY5Y APP 5'UTR-luciferase reporter, luminescence. inhibition, % at 2 µM;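 active = inhibition above a set limit, derived from the sample mean plus 3 SD, cut at about 45% in these data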; note: values of inactives mirror those of a sister screen read the other way
FLuc stim CS: FLuc activators, initial screening, artefact control for FLuc-dependent activation tests, biochemical, ATPlite luminescence. ATPlite luciferase biochemical, 10 min; 0 = ATP-free wells, 1 = DMSO control. activation factor at 10 µM. 200,000 tested, under 10 active. AID 1027, 2008;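 active = luciferase activation factor, scaled between plate controls, of at least 2 with compound at 10 µM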
Target sequence (P08659 whole entry, looked up): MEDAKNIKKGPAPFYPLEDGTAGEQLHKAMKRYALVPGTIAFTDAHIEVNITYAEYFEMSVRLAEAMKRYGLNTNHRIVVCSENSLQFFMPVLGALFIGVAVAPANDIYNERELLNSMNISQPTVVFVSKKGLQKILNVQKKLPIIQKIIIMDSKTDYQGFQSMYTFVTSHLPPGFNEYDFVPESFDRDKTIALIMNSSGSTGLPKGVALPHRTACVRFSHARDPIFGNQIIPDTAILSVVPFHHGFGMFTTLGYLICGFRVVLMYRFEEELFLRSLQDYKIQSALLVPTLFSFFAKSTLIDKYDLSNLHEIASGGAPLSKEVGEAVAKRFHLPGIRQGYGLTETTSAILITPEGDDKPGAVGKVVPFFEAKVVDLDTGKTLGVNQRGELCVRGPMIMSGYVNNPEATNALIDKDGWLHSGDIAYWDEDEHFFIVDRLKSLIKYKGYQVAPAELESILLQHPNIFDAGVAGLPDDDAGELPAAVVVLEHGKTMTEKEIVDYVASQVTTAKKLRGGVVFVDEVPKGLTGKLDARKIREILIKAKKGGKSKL
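Assay system: Luciferase/luciferin reagent mix; Medium: PBS as buffer for the ATP substrate; Dosing: test compounds dosed from 2 mM stocks in 100% DMSO; Times: 10 min, room temperature; Signal: luminescence from luciferase reaction; Read-out: luciferase activation; Controls: No-ATP low control, compound-free enzyme-plus-ATP high control.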
bIAP inhibitor: bovine intestinal alkaline phosphatase inhibitors, primary screen, selectivity assay for TNAP inhibitor project, biochemical, bovine IAP, CDP-star luminescence. 190,000 tested, under 10 active. AID 1019, 2008. alkaline phosphatase, intestinal [Bos taurus]. purified bovine IAP, 30 min. inhibition, % at 20 µM;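 active = over 50% inhibition of intestinal alkaline phosphatase at 20 µM in the single-dose screen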
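System: Purified bovine intestinal alkaline phosphatase (IAP) enzyme | Input: IAP diluted 1/65,000,000 in the well | Also added: CDP-star chemiluminescent phosphatase substrate, 30 µM final | Dosing: 20 µM single dose | Times: Enzyme reaction for 30 min at room temperature | Detection: Luminescence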
Lmaj promast: Leishmania major promastigote growth inhibition, primary screen | Leishmania major promastigotes, resazurin fluorescence viability | hit rate 9% among 200,000 | inhibition, % at 10 µM; in the data active = inhibition above about 50%;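 note: promastigotes grown with compound for 44 hours at 28 °C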
RAM network inh: inhibitors of the yeast RAM network, primary screen, dse1pr::URA3 reporter, 5-FOA selection; inhibition, % at 50 µM; S. cerevisiae dse1pr::URA3 reporter, 5-FOA growth OD615, 2 d; analog-sensitive cbk1-as2 kinase mutant strain; AID 868, 2007; hit rate 1.8% among 190,000;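 active = inhibition above a set limit, 3 SD over mean compound inhibition, cut at about 8.4% in these data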;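 note: 0% = DMSO-only wells with no growth and 100% = 10 µM 1-NA-PP1 full growth; inhibition rescues growth on 5-FOA so higher OD means more RAM inhibition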
TNAP act hiacc: TNAP activators at high phosphate acceptor level, primary screen, biochemical, luminescence, uHTS; 200,000 tested, under 10 active; activation factor at 20 µM; Alkaline phosphatase, tissue-nonspecific isozyme (Homo sapiens), P05186; purified TNAP, CDP-star luminescence, 1 M DEA, 30 min; active compounds read high; 0 = EDTA background, 1 = DMSO-only activity;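 active = activation factor at least 2 at 20 µM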
Target sequence (P05186 whole entry, looked up): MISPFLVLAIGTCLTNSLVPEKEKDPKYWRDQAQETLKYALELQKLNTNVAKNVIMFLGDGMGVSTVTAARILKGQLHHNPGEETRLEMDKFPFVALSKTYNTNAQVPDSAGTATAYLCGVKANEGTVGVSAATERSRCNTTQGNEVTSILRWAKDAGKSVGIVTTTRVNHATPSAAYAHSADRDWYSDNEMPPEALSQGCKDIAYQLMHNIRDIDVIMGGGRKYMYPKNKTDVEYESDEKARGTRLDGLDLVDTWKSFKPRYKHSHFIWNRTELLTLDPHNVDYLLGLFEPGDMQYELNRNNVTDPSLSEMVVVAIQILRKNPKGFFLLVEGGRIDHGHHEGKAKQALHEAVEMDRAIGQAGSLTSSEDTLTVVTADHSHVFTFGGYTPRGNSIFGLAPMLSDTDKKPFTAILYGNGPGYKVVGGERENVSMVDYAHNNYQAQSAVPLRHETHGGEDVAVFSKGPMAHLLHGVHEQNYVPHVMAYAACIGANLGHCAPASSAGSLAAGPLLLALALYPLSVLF
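system = human TNAP | amount = enzyme diluted 1/800 final | reagent = 100 µM CDP-star substrate | signal = luminescent substrate turnover signal | dosing = one dose, 20 µM | benchmarks = EDTA negative control, DMSO positive control | measure = activation factor | timing = 30 min reaction, room temperature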
FLuc inhib CS: firefly luciferase enzyme inhibitors, primary screen, artefact control for luciferase-based inhibitor screens, biochemical, luminescence, ATPLite; hit rate 1.5% among 200,000; 10 min; Luciferin 4-monooxygenase (Photinus pyralis), P08659; AID 1006, 2008; inhibition, % at 10 µM;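 active = inhibition above about 50% when tested at 10 µM, limit read from the data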
TNAP inh hiacc: human TNAP enzyme inhibitors, primary screen, biochemical, luminescent, high phosphate acceptor level, uHTS. Alkaline phosphatase, tissue-nonspecific isozyme (Homo sapiens), P05186. purified TNAP, CDP-star luminescence, 1 M DEA. inhibition, % at 20 µM. hit rate 0.03% among 200,000. AID 1135, 2008;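 active = over 50% inhibition of tissue-nonspecific alkaline phosphatase at 20 µM in the single-dose screen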;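 note: plate controls were DMSO wells for no effect and EDTA-quenched wells as full inhibition for full effect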
TNAP inh no acc: human TNAP enzyme inhibitors, primary screen, biochemical, luminescent, no phosphate acceptor, uHTS | Alkaline phosphatase, tissue-nonspecific isozyme (Homo sapiens), P05186 | purified TNAP, CDP-star luminescence, 30 min | inhibition, % at 20 µM | hit rate 0.26% among 200,000 | AID 1012, 2008;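 active = tissue-nonspecific alkaline phosphatase inhibition above about 50% at 20 µM in the single-dose screen, limit read from the data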;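 note: 0% = DMSO negative control and 100% = EDTA positive control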
The depositor's hits bear a star; nt = not tested or not shown.

SMILES	bIAP act	APP transl inh	FLuc stim CS	bIAP inhibitor	Lmaj promast	RAM network inh	TNAP act hiacc	FLuc inhib CS	TNAP inh hiacc	TNAP inh no acc
O=C(CCN1C(=O)COc2ccccc21)N1CCN(c2ccccc2)CC1	1	15	1.1	2	4	2.0	1	-8	0	-10
CCOC(=O)c1sc(C(=O)OCC)c(OCCO)c1OCCO	1	-6	1.1	2	-10	-1.4	1	-9	-3	3
O=C(Nc1cccc(-c2nc3ccccc3o2)c1)c1cccnc1	1	12	1	0	3	5.4	1	5	-4	-9
Cc1c(Br)ccc(NC(=O)CCN2C(=O)C3C4CCC(C4)C3C2=O)c1C (stereo not given)	1.1	9	1	-10	0	2.2	1	1	1	-8
O=C(NC1CCCCC1)C1CCCN(c2nnnn2-c2ccccc2)C1 (stereo not given)	0.9	5	1.1	8	-3	0.1	1	-7	-4	-12
COCCCn1c(SCC(=O)OC2CCCCC2)nnc1-c1ccco1	0.9	13	0.7	8	-6	0.7	1	33	-4	2
CC(=O)c1c(C)n(C)c2ccc(O)cc12	0.9	nt	1	6	10	0.1	1	-3	-1	-6
CCSc1n[nH]c2nc3c(c(=O)n12)C1(CCCC1)Cc1ccccc1-3	1	9	1.1	-4	-7	6.0	1	-5	-5	-4
N#Cc1c(NC(=O)c2cccnc2)sc2c1CCC2	0.8	0	0.5	19	-8	0.8	1	54*	1	-15
COC(=O)c1ccc(N2C(=O)CC(Sc3n[nH]c(C)n3)C2=O)cc1 (stereo not given)	1	-1	1	3	-5	1.0	1	-2	-5	-17
CCCCN(C(=O)CSc1cc(C)c2ccccc2n1)c1c(N)n(Cc2ccccc2)c(=O)[nH]c1=O	1	7	1.1	-3	-2	3.1	1	-6	-4	-13
Cc1cccc(Cn2c(=O)n(Cc3ccco3)c(=O)c3ccccc32)c1	0.9	-10	1.1	12	21	1.6	1.1	-6	-6	10
Oc1oc(-c2ccc(Br)cc2)nc1C=Nc1ccc(Br)cn1	0.5	24	1	nt	-7	3.1	1.1	0	-5	-16
COc1cc(OC)c(C(=O)Nc2ccc(S(=O)(=O)Nc3ncccn3)cc2)cc1OC	0.9	-4	1.1	13	-4	-0.5	1	-5	2	-3
COc1cc(C(C)=O)ccc1COc1ccc(C(=O)OCC(N)=O)cc1OC	0.9	0	0.9	10	-2	1.0	1	12	-5	-8
CCOC(=O)c1c(C)oc2c1c(C=NCCO)c(O)c1ccccc12	0.9	-8	1	6	-4	2.3	1	-2	4	10
CN1C(=O)/C(=C/c2cccc(Cl)c2)Sc2ccc(C(=O)NCc3cccnc3)cc21	1	-1	1	-2	40	-1.8	1.1	-2	-5	-5
O=C(c1cc(-c2ccc(Cl)c(Cl)c2)on1)N1CCCC1	0.5	-68	1	46	-3	0.5	1	1	-2	-14
Cc1cc(=O)[nH]c2c(C)c(N)ccc12	1	-2	1.1	0	-6	3.5	1.1	-10	-6	-10
CC(=O)N1CC(=O)N(OCc2ccccc2)C1c1ccc(Cl)cc1Cl (stereo not given)	1	-21	1	0	4	0.3	1	-3	-3	-7
CC(C)(C)c1ccc(COc2ccsc2C(=O)O)cc1	1	-3	0.9	-2	-1	1.6	1	12	0	-13
O=C(CSc1ccc2ccccc2n1)c1ccc2c(c1)OCO2	0.4	-44	1.1	nt	-4	4.7	1	-5	-3	1
CCCc1nnc(SCC(=O)N2CCCCC2C)n1CCCOC (stereo not given)	1	-6	1	-3	-8	0.8	1.1	-1	-7	-10
COc1ccc(C(CC(=O)O)NC(=O)COc2ccc(C)cc2)cc1OC (stereo not given)	0.9	-8	1.1	6	2	0.9	1	-7	-4	-9
Cc1cccc(-c2noc(CN(C(=O)C(c3ccccc3)c3ccccc3)C(C)C)n2)c1	1	-15	1.1	2	22	7.1	1	-6	-3	-6

Later entries
SMILES	bIAP act	APP transl inh	FLuc stim CS	bIAP inhibitor	Lmaj promast	RAM network inh	TNAP act hiacc	FLuc inhib CS	TNAP inh hiacc	TNAP inh no acc
Cc1cccc(NC(=O)C2CC(O)CN2C(=O)OCc2ccccc2)c1 (stereo not given)	0.9	3	1	9	0	1.7	1.1	-2	-6	-7
COc1cccc(NC(=O)COC(=O)c2nc(Cl)ccc2Cl)c1	1	-5	1	1	-4	1.4	1	4	-1	-6
Cc1cccc(C(=O)Oc2ccccc2/C=N/Nc2ccc([N+](=O)[O-])cc2)c1	0.9	16	1.1	6	98*	2.3	0.8	-5	23	23
CCCCNC(=S)N/N=C1\CCCCc2ccccc21	0.9	-11	1.1	11	98*	7.7	1	-8	-2	-28
CCOC(=O)CSc1nnc(C)n1N	0.9	-3	1	7	-6	0.0	1	1	-1	-12
CC(C)C1S/C(=N/N=C/c2cccs2)NC1=O (stereo not given)	1	4	1	4	-5	4.0	1.1	0	-5	-4
Cc1cccc(NC(=O)CSc2nnc(-c3ccccc3Br)o2)c1C	1	-8	1	0	-9	5.0	1	-2	-1	-20
Cc1cccc(NC(=O)C(=O)N/N=C/c2ccncc2)c1	1.6	-3	1	-60	0	2.1	1	-1	-2	-28
CCC(CC)NC(=O)CO/N=C/c1ccccc1OC(F)F	1.2	11	1.1	-16	28	0.0	1	-6	-4	-10
CCOC(=O)c1c(NC(=O)CSc2nnc(CNc3ccc(F)cc3)o2)sc(C)c1C	0.9	-12	1.1	10	11	4.8	1	-10	0	10
O=C(NC(=S)Nc1ccc(N2CCOCC2)cc1)c1cccc([N+](=O)[O-])c1	1	11	1	-1	-7	0.7	1	-2	4	-2
O=C1CN(C(=O)COc2cccc(F)c2)c2ccccc2N1	0.9	-13	1	13	-4	0.5	1	4	2	-4
Cc1cc(C)c2c(NC(=O)C3CC3)nn(C)c2n1	0.9	14	1.1	8	-2	0.2	1.1	-6	-5	-8
O=C(CO/N=C/c1ccccc1O)N1CCc2ccccc21	1	-16	1	2	75*	3.9	1	0	-4	-8
O=C(NCc1ccco1)c1cc(-c2cccnc2)nc2ccc(Cl)cc12	0.9	-9	1	5	3	2.0	1	-4	-4	-8
CCOc1ccc(/C(O)=C2/C(=O)C(=O)N(CCOCCO)C2c2ccccn2)cc1 (stereo not given)	1	4	1.1	2	-4	0.3	1.1	-6	-5	-11
CCCc1cc(Nc2cccc(OC)c2)n2ncnc2n1	1.4	-7	1.1	-38	27	1.1	1	-6	-4	-24
O=C(NCc1cccc(CNC(=O)c2ccco2)c1)c1ccco1	0.9	-4	1.1	12	-5	0.3	1	-6	-3	-10
CC(=O)CC(C)(C)S(=O)(=O)c1ccc(NC(C)=O)cc1	0.9	-73	1	9	-9	0.6	1	-4	-1	-10
Cc1ccsc1/C=N/n1c(-c2ccccc2)n[nH]c1=S	1	6	0.9	-4	-4	0.8	1	8	3	8
COc1cc2nc(SCc3c(C)noc3C)n(CCC3=CCCCC3)c(=O)c2cc1OC	1.1	-2	1	-8	62*	2.0	1.1	-2	-7	-9
COc1ccc(-n2cc(-c3ccccc3)c3c(NCCCN4CCOCC4)ncnc32)cc1	1.3	3	1	-35	5	-1.9	1	0	1	-9
Cc1ccc(CN=c2c([N+](=O)[O-])nn(-c3cccc(Cl)c3)n2O)cc1	1	5	1	-4	20	4.0	0.9	-1	9	1
Cc1ccc(C)c(S(=O)(=O)NCCOc2nc(NC(C)C)nc(NC(C)C)n2)c1	1	-3	1.1	0	16	-1.1	1	-6	-4	-17
Cc1cc(=O)n(C(NC(=O)c2ccccc2)C(=O)c2ccccc2)cn1 (stereo not given)	0.9	-21	1	12	-2	2.5	1	-1	3	-4

New compounds follow
SMILES	bIAP act	APP transl inh	FLuc stim CS	bIAP inhibitor	Lmaj promast	RAM network inh	TNAP act hiacc	FLuc inhib CS	TNAP inh hiacc	TNAP inh no acc
COc1ccc(-n2c(SC)nc(O)cc2=O)cc1	0.9	-4	1.1	9	-6	1.6	1	-6	-5	-12
COC(=O)c1cc(NC2c3ccccc3C(=O)N2Cc2ccco2)cc(C(=O)OC)c1 (stereo not given)	1	-6	1	2	14	5.3	1.1	-5	-6	-19
O=C(NCc1cccnc1)c1cc2ccccc2oc1=O	1	6	1	1	-2	2.1	1	2	1	-4
COCCOC(=O)C1=C(C)OC(N)=C(C#N)C1c1ccc2c(c1)OCO2 (stereo not given)	0.9	3	1	10	4	1.0	1	-3	-4	-10
CCCc1nc(Cl)c(C#N)c2c1CCCC2	1	-18	1	-3	-4	0.4	1	-5	0	3
Cn1cc(CCC(=O)N2CCCC(CCC(=O)NCc3ccccc3F)C2)cn1 (stereo not given)	1	4	1	-2	-8	0.7	1	-4	-1	-6
O=C(N/N=C/c1cn(-c2ccccc2)nc1-c1cc2ccccc2o1)c1ccncc1	0.9	-188	0.7	8	43	3.5	1.1	26	-6	-6
CC(=O)C(Cc1cccc(F)c1)(Cc1cccc(F)c1)C(C)=O	0.9	-4	1.1	7	-9	-0.8	1	-9	-4	-14
COCc1cc(C)nc(SCC(=O)Nc2ccccc2C)c1C#N	1	2	1	2	-1	2.3	1.1	-2	-7	-13
Cc1cc(=O)[nH]c(SCC(=O)N2CCC(Cc3ccccc3)CC2)n1	0.9	8	1.1	6	-8	0.7	1	-6	-4	-7
CCOc1ccc(CC(=NCCc2ccccc2)C2=C(O)CC(C)(C)CC2=O)cc1OCC	0.9	4	1	5	17	5.0	1	-2	-2	-10
CC(C)=C1C2CCC1C1C(=O)N(c3nc(-c4ccccc4)c(C)s3)C(=O)C21 (stereo not given)	0.9	-1	1	11	-8	6.3	0.9	5	9	5

Single records (already shown). Order of values: bIAP act | APP transl inh | FLuc stim CS | bIAP inhibitor | Lmaj promast | RAM network inh | TNAP act hiacc | FLuc inhib CS | TNAP inh hiacc | TNAP inh no acc
COc1ccc(-n2c(SC)nc(O)cc2=O)cc1 in the list: 0.9 | -4 | 1.1 | 9 | -6 | 1.6 | 1 | -6 | -5 | -12
CCOC(=O)c1c(NC(=O)CSc2nnc(CNc3ccc(F)cc3)o2)sc(C)c1C in the list: 0.9 | -12 | 1.1 | 10 | 11 | 4.8 | 1 | -10 | 0 | 10
CC(=O)c1c(C)n(C)c2ccc(O)cc12 in the list: 0.9 | nt | 1 | 6 | 10 | 0.1 | 1 | -3 | -1 | -6
CCOc1ccc(CC(=NCCc2ccccc2)C2=C(O)CC(C)(C)CC2=O)cc1OCC in the list: 0.9 | 4 | 1 | 5 | 17 | 5.0 | 1 | -2 | -2 | -10
